# KDM4C inh = inhibitors of GASC-1 (KDM4C) histone demethylase, primary screen, biochemical, single concentration HTS | GST-KDM4C 2-372, H3K9me3 peptide, LANCE TR-FRET | AID 720574, 2013 | Lysine-specific demethylase 4C (Homo sapiens), Q9H3R0 | inhibition, % at 12.5 µM | 96,000 tested, 0.15% active;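 active means mean replicate inhibition above about 25%, with at least 55% of replicates also reaching it, limit read from the data, passing the limit was not always enough; inconclusive means only one of those two conditions met; inactive means neither condition met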
# Target sequence (Q9H3R0 2-372 limits assumed): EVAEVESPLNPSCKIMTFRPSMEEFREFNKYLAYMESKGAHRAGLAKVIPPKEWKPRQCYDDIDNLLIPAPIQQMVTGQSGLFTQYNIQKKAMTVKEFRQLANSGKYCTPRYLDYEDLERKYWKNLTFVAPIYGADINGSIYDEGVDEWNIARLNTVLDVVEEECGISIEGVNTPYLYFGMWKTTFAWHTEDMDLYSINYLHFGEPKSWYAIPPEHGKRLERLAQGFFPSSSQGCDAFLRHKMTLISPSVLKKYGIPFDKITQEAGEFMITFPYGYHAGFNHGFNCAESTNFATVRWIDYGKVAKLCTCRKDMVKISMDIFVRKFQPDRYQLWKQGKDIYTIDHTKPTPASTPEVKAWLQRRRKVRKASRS
#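 System: N-terminal GST-fused human GASC-1 (KDM4C) fragment, residues 2-372; amount: enzyme final amount 10 nM; incubation: reaction 30 min RT, detection step 1 h RT; medium: HEPES buffer, pH 7.5, plus ascorbate; technique: LANCE TR-FRET, Eu antibody, ULight-streptavidin, EDTA, ex 340 nm, em 618/671 nm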
# C diff growth = C. difficile growth inhibitors, primary screen, HTS. Clostridium difficile clinical isolate growth, OD600, 24 h; active compounds read low. growth activity, negative = inhibition, % at 16 µg/mL (by protocol). AID 1259249, 2017. 86,000 tested, 0.25% active;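 active means mean growth activity at or below -80% and every replicate also at or below -80%; inconclusive means mean at or below -80% but some replicate above -80%; inactive means mean growth activity above -80%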;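 further: 0% = DMSO wells and -100% = levofloxacin 16 µg/mL wells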
# Tcruzi prolif = T. cruzi intracellular proliferation inhibitors, primary screen, cell-based, beta-gal Tulahuen parasites, NIH3T3 host, luminescence; T. cruzi beta-gal in NIH3T3, GalScreen luminescence, 90 h; inhibition, % at 8.34 µM; 77,000 tested, 5.9% active;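 active means mean inhibition above about 93%, with at least 55% of replicates each passing it, limit read from the data, passing the limit was not always enough; inconclusive means only one of those two conditions holds; inactive means neither condition holds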
# Pf Dd2 inh = P. falciparum Dd2 growth inhibitors, primary screen, SYBR Green fluorescence, single dose replicates. activity change, % at 10 µM. 94,000 tested, 2.3% active. 72 h; active compounds read low; in the data active means activity change below about -80%; inconclusive means no clear call, values can overlap the other calls
# An asterisk follows results filed as active; u = inconclusive; x = not tested or not shown; & = joins results of further samples.
Compound	KDM4C inh	Pf Dd2 inh	Tcruzi prolif	C diff growth
Cc1noc(C)c1NC(=O)Nc1cccc2c1O[C@@H](CN(C)S(=O)(=O)c1cn(C)cn1)[C@@H](C)CN([C@@H](C)CO)C2=O	-1.1	18	-41	x
COc1ccc(S(=O)(=O)N(C)C[C@@H]2Oc3ccc(NC(=O)Nc4c(C)noc4C)cc3CC(=O)N([C@H](C)CO)C[C@H]2C)cc1	0.2	21	4	-3
CO[C@H]1CN(C)C(=O)c2cc(NC(=O)C3CC3)ccc2OC[C@H](C)N(Cc2ccncc2)C[C@H]1C	-0.1	x	54	x
Cc1ccc(S(=O)(=O)N(C)C[C@@H]2Oc3cc(C4=CCCC4)ccc3S(=O)(=O)N([C@H](C)CO)C[C@H]2C)cc1	0.2	-73	x	0
C[C@H](CO)N1C[C@H](C)[C@H](CN(C)C(=O)Nc2ccc(C(F)(F)F)cc2)OCCCC[C@H](C)Oc2ccc(NC(=O)Nc3ccc(C(F)(F)F)cc3)cc2C1=O	-0.7	24	126*	0
O=C(C[C@H]1C[C@@H]2c3cc(NC(=O)Nc4ccccc4)ccc3O[C@@H]2[C@@H](CO)O1)NCC(F)(F)F	-2.3	-32	8	-3
C[C@H](CO)N1C[C@H](C)[C@H](CN(C)S(=O)(=O)c2cn(C)cn2)Oc2ncc(-c3cccc(F)c3)cc2C1=O	1.6	13	-63	-1
O=C(O)C[C@H]1C[C@H]2c3cc(NC(=O)C4CCOCC4)ccc3O[C@H]2[C@H](CO)O1	-2.2	-25	x	5
COc1ccccc1CN1[C@@H]2CN(C(=O)C3CCOCC3)c3ccccc3[C@@H]2[C@@H]1CO	-0.8	3	39	5
C[C@@H](NC(=O)[C@@H]1N[C@@H]2c3ccc(-c4cncnc4)c(=O)n3C[C@@H]2[C@H]1CO)c1ccccc1	0.9	4	-10	1
C[C@H]1CN([C@@H](C)CO)C(=O)c2cccc(NS(=O)(=O)c3ccc(F)cc3)c2O[C@H]1CN(C)CC1CCCCC1	2.5	-7	x	1
C[C@@H]1CN([C@H](C)CO)C(=O)c2cc(NS(=O)(=O)c3ccc(F)cc3)ccc2O[C@H]1CN(C)C(=O)Nc1ccc2c(c1)OCO2	0.6	21	-14	0
O=C(C[C@H]1C[C@@H]2c3cc(NC(=O)c4cccnc4)ccc3O[C@@H]2[C@@H](CO)O1)NCCN1CCCCC1	5.9	13	10	x
O=C(c1ccc2c(c1)OCO2)N1CCCCN2[C@H](CO)[C@@H](c3ccc(-c4ccccc4)cc3)[C@H]2C1	0.0	0	102*	-1
C[C@H]1CN([C@@H](C)CO)S(=O)(=O)c2ccc(-c3ccc(F)cc3)cc2O[C@H]1CN(C)C(=O)C1CCC1	20	-34	80	x
COc1ccc(S(=O)(=O)N(C)C[C@H]2Oc3c(NC(=O)Nc4ccccc4)cccc3C(=O)N([C@@H](C)CO)C[C@@H]2C)cc1	-0.8	5	14	x
COc1ccc(S(=O)(=O)Nc2ccc3c(c2)C(=O)N([C@@H](C)CO)C[C@H](C)[C@H](CN(C)S(=O)(=O)c2ccc(Cl)cc2)O3)cc1	-0.8	-73	55	29
COc1ccc(S(=O)(=O)N2C[C@@H](O)COC[C@@H]3O[C@H](CC(=O)N(C)C)CC[C@H]32)cc1	-0.6	29	-60	0&-5
C[C@H]1CN([C@@H](C)CO)C(=O)c2cc(NC(=O)Nc3cccc4ccccc34)ccc2O[C@H]1CN(C)Cc1ccc(C(=O)O)cc1	0.0	1	x	-2
C[C@@H](NC(=O)C[C@@H]1C=C[C@@H](NC(=O)Nc2ccc3c(c2)OCO3)[C@H](CO)O1)c1ccccc1	0.5	-9	-27	x
COc1ccc(C#Cc2ccc([C@H]3[C@@H](CO)N4CCCCN(S(=O)(=O)c5ccccc5)C[C@H]34)cc2)cc1	-1.3	-73	101*	60
Cc1ccc(S(=O)(=O)Nc2ccc3c(c2)C(=O)N([C@H](C)CO)C[C@@H](C)[C@@H](CN(C)S(=O)(=O)c2cccs2)OCCCC[C@H](C)O3)cc1	-2.2	x	x	-1
C[C@@H]1CN([C@@H](C)CO)C(=O)c2cccc(NC(=O)CCCCCC(=O)Nc3ccccc3N)c2O[C@H]1CN(C)C(=O)Nc1cccc2ccccc12	-0.5	-86*	x	5
O=S(=O)(c1cccs1)N1CCCCN2[C@H](C1)[C@H](c1ccc(/C=C/c3ccccc3)cc1)[C@@H]2CO	0.1	-15	72	35
OC[C@H]1CC[C@@H]2O[C@H](CCc3ccc(-c4ccccc4)cc3)[C@@H](n3cc(C4CC4)nn3)C[C@@H]2O1	x	-43	x	6
CC(C)C#Cc1ccc([C@@H]2[C@@H](CO)N3C(=O)CN(C(=O)c4ccccn4)C[C@H]23)cc1	0.6	-53	x	-1
C[C@H](CO)N1C[C@H](C)[C@H](CN(C)S(=O)(=O)c2cn(C)cn2)Oc2ccc(NC(=O)CCN3CCOCC3)cc2CC1=O	0.3	8	62	2
COc1ccc(S(=O)(=O)Nc2ccc3c(c2)C(=O)N([C@H](C)CO)C[C@H](C)[C@@H](CN(C)S(=O)(=O)c2cccs2)OCCCC[C@H](C)O3)cc1	11	-38	42	-8
CN1CCN(C(=O)C[C@@H]2CC[C@@H]3[C@H](COC[C@@H](O)CN3C(=O)Nc3ccc(F)cc3)O2)CC1	-1.2	-10	-27	5&0
CC(C)NC(=O)Nc1ccc2c(c1)C(=O)N([C@H](C)CO)C[C@@H](C)[C@H](CN(C)Cc1ccc(C(F)(F)F)cc1)O2	1.5	-8	x	2&-5
CC(C)NC(=O)N[C@@H]1CC[C@H](CCNC(=O)C2CCCC2)O[C@H]1CO	-0.3	17	-18	0
COc1ccccc1NC(=O)N1CCCCN2[C@@H](CO)[C@@H](c3ccc(-c4ccccc4)cc3)[C@@H]2C1	x	-70	u	48

# 5 structures out of the list, arranged by length of the SMILES, smallest number first.
Compound	KDM4C inh	Pf Dd2 inh	Tcruzi prolif	C diff growth
COc1ccccc1NC(=O)N1CCCCN2[C@@H](CO)[C@@H](c3ccc(-c4ccccc4)cc3)[C@@H]2C1	x	-70	u	48
O=S(=O)(c1cccs1)N1CCCCN2[C@H](C1)[C@H](c1ccc(/C=C/c3ccccc3)cc1)[C@@H]2CO	0.1	-15	72	35
O=C(C[C@H]1C[C@@H]2c3cc(NC(=O)c4cccnc4)ccc3O[C@@H]2[C@@H](CO)O1)NCCN1CCCCC1	5.9	13	10	x
C[C@H]1CN([C@@H](C)CO)C(=O)c2cccc(NS(=O)(=O)c3ccc(F)cc3)c2O[C@H]1CN(C)CC1CCCCC1	2.5	-7	x	1
Cc1ccc(S(=O)(=O)N(C)C[C@@H]2Oc3cc(C4=CCCC4)ccc3S(=O)(=O)N([C@H](C)CO)C[C@H]2C)cc1	0.2	-73	x	0

# New compounds follow
Compound	KDM4C inh	Pf Dd2 inh	Tcruzi prolif	C diff growth
CC(C)NC(=O)Nc1cccc2c1O[C@H](CN(C)C(=O)Nc1ccccc1)[C@@H](C)CN([C@H](C)CO)C2=O	0.3	31	-71	-1
CC(=O)N1[C@H](CO)[C@H](c2ccccc2)[C@H]1CNC(=O)c1ccncc1	0.5	-40	x	0
Cc1noc(C)c1NC(=O)Nc1ccc2c(c1)CC(=O)N([C@H](C)CO)C[C@H](C)[C@@H](CN(C)C(=O)NC(C)C)O2	1.8	27	-8	9
C[C@@H]1CN([C@H](C)CO)C(=O)c2cc(C#Cc3cccc(F)c3)cnc2O[C@@H]1CN(C)C(=O)c1ccccc1F	-0.3	-81*	86	-6
COc1ccc(S(=O)(=O)N(C)C[C@@H]2Oc3ccc(NC(=O)Nc4cccc5ccccc45)cc3CC(=O)N([C@H](C)CO)C[C@H]2C)cc1	-2.6	-22	-7	0
CCCC#Cc1ccc2c(c1)O[C@H](CN(C)C(=O)NC(C)C)[C@@H](C)CN([C@H](C)CO)S2(=O)=O	1.0	-19	32	5
CO[C@H]1CN(C)C(=O)c2cccc(C#N)c2OCC[C@H]2CC[C@H](OC)[C@@H](CN(C)C(=O)[C@H]1C)O2	0.3	x	15	x
CC(=O)N(C)C[C@@H]1Oc2ncc(C#C[C@@H](C)O)cc2C(=O)N([C@@H](C)CO)C[C@H]1C	6.1	20	27	0
O=C(C[C@H]1CC[C@@H](NC(=O)Nc2cc(F)ccc2F)[C@@H](CO)O1)Nc1ccccc1	-0.3	x	x	4
C[C@@H]1CN([C@@H](C)CO)C(=O)Cc2cc(NS(=O)(=O)c3cn(C)cn3)ccc2O[C@@H]1CN(C)Cc1ccc(C(=O)O)cc1	-2.0	21	32	-3
NCC[C@@H]1CC[C@@H](NC(=O)C2CCCCC2)[C@H](CO)O1	-1.4	6	x	4
O=C(C[C@H]1C[C@H]2c3cc(NC(=O)Cc4ccncc4)ccc3O[C@H]2[C@H](CO)O1)NCc1ccccn1	-0.3	16	-32	x
COCC#Cc1ccc([C@H]2[C@@H](CO)N3CCCCN(S(=O)(=O)c4ccccc4F)C[C@H]23)cc1	-1.9	-40	88	8
O=C(C[C@@H]1CC[C@@H]2[C@H](COC[C@@H](O)CN2S(=O)(=O)c2ccc(Cl)cc2)O1)NCCN1CCCCC1	5.8	-15	x	8
C[C@@H]1CN([C@@H](C)CO)C(=O)c2cc(-c3cccc(F)c3)cnc2O[C@H]1CN(C)C(=O)Nc1ccccc1F	0.1	5	64	-10
C[C@@H]1CN([C@@H](C)CO)C(=O)c2cc(NC(=O)Nc3cccc4ccccc34)ccc2O[C@@H](C)CCCCO[C@@H]1CN(C)S(=O)(=O)c1ccc(Cl)cc1	-0.4	-85*	26	9
CN(C)C(=O)[C@@H]1[C@@H](CO)[C@@H]2Cn3c(ccc(-c4ccccc4)c3=O)[C@@H]2N1C(=O)c1ccccn1	-1.7	x	6	9
COc1cccc(-c2cnc3c(c2)C(=O)N([C@@H](C)CO)C[C@@H](C)[C@@H](CN(C)C(C)=O)O3)c1	-1.4	36	-61	-1
O=C(N[C@@H]1CC[C@@H](CCNS(=O)(=O)c2ccccc2Cl)O[C@@H]1CO)c1ccccc1	-1.4	9	32	-2
O=C(C[C@@H]1C[C@@H]2c3cc(NC(=O)c4ccc5c(c4)OCO5)ccc3O[C@@H]2[C@H](CO)O1)NCc1cccc(F)c1	-6.4	-17	35	-8
CNC(=O)C[C@@H]1CC[C@H]2[C@H](COc3ccc(NS(=O)(=O)c4ccc(F)cc4)cc3C(=O)N2C)O1	0.1	2	0	-2
CC(C)NC(=O)N(C)C[C@H]1OCCCC[C@@H](C)Oc2ccc(NS(=O)(=O)c3ccccc3)cc2C(=O)N([C@H](C)CO)C[C@H]1C	-0.6	-15	-27	6
CO[C@@H]1CN(C)C(=O)c2cc(NC(=O)Nc3ccccc3)ccc2OC[C@H](C)N(C(=O)CC2CC2)C[C@H]1C	-0.5	-13	-37	x
CO[C@@H]1CN(C)C(=O)c2cc(NS(=O)(=O)c3cn(C)cn3)ccc2OC[C@H](C)N(Cc2cccc(F)c2)C[C@@H]1C	-0.9	-14	x	x
CO[C@@H](CN(C)Cc1cc(F)ccc1F)[C@H](C)CN([C@@H](C)CO)S(=O)(=O)c1ccc(F)cc1	0.6	-19	28	x
Cc1noc(C)c1NC(=O)N(C)C[C@H]1OCCCC[C@H](C)Oc2ccc(NS(=O)(=O)c3cn(C)cn3)cc2C(=O)N([C@@H](C)CO)C[C@H]1C	-0.6	48	27	0
CN(C)C(=O)C[C@@H]1CC[C@H]2[C@@H](COc3ccc(NC(=O)C4CCCC4)cc3C(=O)N2C)O1	-3.4	-20	x	6
COc1ccc(-c2cnc3c(c2)C(=O)N([C@H](C)CO)C[C@H](C)[C@H](CN(C)C(=O)Cc2ccccc2)O3)cc1	-3.5	-41	51	-3
O=S(=O)(c1ccccc1F)N1[C@@H]2CNC[C@H]1C2c1ccc(-c2cccnc2)cc1 (stereo partly specified)	-1.0&1.2	-14&16	x	0&-10
C[C@@H](NC(=O)[C@@H]1[C@@H](CO)[C@@H]2Cn3c(cccc3=O)[C@H]1N2C(=O)C1CCCC1)c1ccccc1	-3.5	4	86	3
C[C@H](CO)N1C[C@H](C)[C@H](CN(C)S(=O)(=O)c2ccc(Cl)cc2)OCCCC[C@H](C)Oc2ccc(NS(=O)(=O)c3cccs3)cc2C1=O	0.5	x	111*	-2
C[C@H](CO)N1C[C@H](C)[C@H](CN(C)Cc2ccc(-c3ccccc3)cc2)Oc2ccc(NC(=O)Nc3ccc(F)cc3)cc2C1=O	-0.9	-1	42	74
C[C@H](CO)N1C[C@H](C)[C@@H](CN(C)C(=O)c2cccc(F)c2)Oc2ncc(-c3ccncc3)cc2C1=O	-0.8	28	21	-4
